High-throughput results from PubChem.
S1P4 antagonist: human S1P4 receptor antagonism; O95977; S1P4-expressing cells, antagonist mode, reporter read-out; inhibition, % at 4.98 µM; 220,000 compounds, 0.26% hits; AID 1510; in the data active means inhibition above about 29%;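 further: 0% = wells stimulated with agonist and 100% = vehicle wells without agonist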
Ba/F3 V617F tox: lowers viability of Ba/F3 cells expressing EpoR and JAK2V617F; ATP luminescence; inhibition, % at 5.6 µM; 220,000 compounds, 1.1% hits; AID 1446;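 active means inhibition above the campaign mean plus 3 SD over all tested compounds, cut at about 24% in these data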;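 further: cytokine-independent growth of Ba/F3 cells driven by EpoR plus mutant JAK2; 0% = DMSO-treated cells and 100% = JAK inhibitor I control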
Wee1 degr inh: inhibitors of human Wee1 degradation. 220,000 compounds, 1.2% hits. reporter increase, % at 5 µM. P30291. HeLa Luc-Wee1K328M stability, luciferase luminescence; 100% = proteasome inhibitor MG132 effect;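 active means activation above the mean of all tested compounds plus 3 SD, set per screening run, cut at about 8.8% in these data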;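 further: cells exposed to compound for 20 h before luminescence read; 0% = DMSO alone and 100% = MG132 at 30 µM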
Target sequence (P30291 whole entry K328M): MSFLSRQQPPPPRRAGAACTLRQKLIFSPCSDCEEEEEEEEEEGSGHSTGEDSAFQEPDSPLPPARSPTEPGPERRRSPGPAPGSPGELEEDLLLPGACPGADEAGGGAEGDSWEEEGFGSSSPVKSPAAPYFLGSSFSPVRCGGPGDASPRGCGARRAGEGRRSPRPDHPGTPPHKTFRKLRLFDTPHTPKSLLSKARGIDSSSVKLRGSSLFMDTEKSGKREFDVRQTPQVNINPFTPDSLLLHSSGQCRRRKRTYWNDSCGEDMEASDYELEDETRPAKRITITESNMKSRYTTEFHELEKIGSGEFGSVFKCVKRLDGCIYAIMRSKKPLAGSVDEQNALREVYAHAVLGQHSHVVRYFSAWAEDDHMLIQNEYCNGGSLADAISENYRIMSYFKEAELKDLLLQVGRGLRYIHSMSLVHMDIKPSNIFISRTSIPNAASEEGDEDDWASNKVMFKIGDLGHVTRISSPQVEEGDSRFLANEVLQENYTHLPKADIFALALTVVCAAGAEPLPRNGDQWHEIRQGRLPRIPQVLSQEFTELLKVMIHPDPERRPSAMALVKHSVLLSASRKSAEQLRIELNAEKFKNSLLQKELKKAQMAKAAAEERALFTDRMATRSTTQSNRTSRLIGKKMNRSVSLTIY
BaF3 parental: parental Ba/F3 viability inhibition as JAK2V617F counter-screen | CellTiter-Glo ATP luminescence | inhibition, % at 5.6 µM | 220,000 compounds, 1.1% hits;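 active means inhibition above a per-campaign cutoff, the mean inhibition of all tested compounds plus 3 SD, cut at about 27% in these data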;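 further: 0% = DMSO wells and 100% = JAK Inhibitor I control wells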
PERK inh: blocks human PERK kinase; CHO PERK-DD fusion, SEAP luminescence translation reporter; inhibition, % at 5.6 µM; 220,000 compounds, 0.17% hits;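 active means inhibition above the mean inhibition of all tested compounds plus 3 SD, set separately per screening campaign, cut at about 2.9% in these data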;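 further: PERK kinase domain activated by AP20187 dimerizer at 100 nM; 0% = DMSO with dimerizer and 100% = rapamycin at 8.4 µM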
S1P4 agonist: agonists of human S1P4 receptor | S1P4-expressing cell line, agonist reporter assay | activation, % at 4.98 µM | 220,000 compounds, 0.35% hits; in the data active means activation above about 11%;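 further: 0% = DMSO vehicle and 100% = reference agonist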
MDM2 E3 inh: Mdm2 E3 ligase (human) inhibition | signal enhancement, % at 5 µM | Q00987 | cell-based MDM2 ubiquitination luciferase reporter, 2 h; 0 = plate control, 100 = twice control, blank-subtracted | 210,000 compounds, 0.11% hits | AID 1230;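 active means signal enhancement of 30% or more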;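 further: luminescence tracks abundance of the self-degrading MDM2-luciferase fusion protein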
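Test system: stable mammalian line carrying autodegrading MDM2–luciferase fusion reporter; quantity: 2000 cells in each well; times: 4 h cell settling then 2 h compound exposure, 37 °C; detection: luminescence with SteadyLite reagent, 15 min at room temperature; evaluation: percent signal gain over controls, blank-subtracted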
NPY2 pot ag: potentiators or agonists of human neuropeptide Y receptor Y2. 220,000 compounds, 0.45% hits. cells expressing NPY-Y2, potentiator/agonist read-out. activation, % at 3.6 µM. P49146; in the data active means activation above about 27%;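 further: cells stimulated with NPY near EC25 plus isoproterenol at EC100; 0% = vehicle plus submaximal agonist and 100% = vehicle plus saturating agonist; some results beyond the cut were filed as inactive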
Target sequence (P49146 whole entry, looked up): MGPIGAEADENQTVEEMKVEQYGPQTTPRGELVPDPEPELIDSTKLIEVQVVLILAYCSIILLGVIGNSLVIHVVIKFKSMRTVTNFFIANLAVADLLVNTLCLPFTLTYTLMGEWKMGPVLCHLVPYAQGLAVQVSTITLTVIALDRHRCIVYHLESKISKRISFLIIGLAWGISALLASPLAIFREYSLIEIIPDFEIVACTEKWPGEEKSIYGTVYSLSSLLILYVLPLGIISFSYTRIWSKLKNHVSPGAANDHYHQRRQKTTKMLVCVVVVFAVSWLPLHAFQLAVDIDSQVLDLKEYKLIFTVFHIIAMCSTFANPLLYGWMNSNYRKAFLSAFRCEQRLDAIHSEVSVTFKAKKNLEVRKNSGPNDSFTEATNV
eIF4E-4G inh: blocks eIF4E binding to eIF4G; P63073+Q04637; TR-FRET eIF4E-eIF4GI(517-606) binding, 2 h; inhibition, % at 21.7 µM; 220,000 compounds, 0.37% hits;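 active means inhibition above about 30%, limit read from the data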;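 further: 0% = full FRET control wells and 100% = background wells lacking eIF4GI fragment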
The depositor's hits bear a star; · = no result given; [ ] = another dose, or the depositor's remark.

SMILES	S1P4 antagonist	Ba/F3 V617F tox	Wee1 degr inh	BaF3 parental	PERK inh	S1P4 agonist	MDM2 E3 inh	NPY2 pot ag	eIF4E-4G inh
Cc1nonc1CN(C)C(=O)CC1C(=O)NCCN1Cc1ccc(F)c(F)c1 (centres undefined)	-14.8	-2.3	-3.5	4.2	1.0	0.5	9.3	8.7	-2.3
C=CCSc1nnc2c(n1)OC=Nc1ccc(Br)cc1-2	-19.9	-4.5	-1.3	-0.1	0.9	-1.2	5.4	4.2	-0.9
CCOc1ccc(C(=O)CN2CCN(S(=O)(=O)c3ccc(OC)cc3)CC2)cc1	1.9	0.6	2.2	0.0	-0.5	-0.2	-23.1	2.0	-12.0
Cc1c(C(=O)NCCCN2CCOCC2)oc2ccc(S(=O)(=O)N3CCOCC3)cc12	2.4	2.6	-1.8	6.7	-0.2	0.8	-4.6	3.0	-1.8
O=C(CCCCn1c(=O)[nH]c2ccsc2c1=O)NCc1cccnc1	-16.5	-2.3	-1.0	1.0	1.1	3.8	6.0	-0.7	-1.9
CCOc1cc(/C=C(\C#N)C(=O)NCC2CCCO2)ccc1OCC(N)=O (centres undefined)	-2.0	1.4	-0.3	5.8	0.3	0.8	-15.8	9.0	8.6
CC1CCN(C(=O)CSc2nc3cccnc3n2C)CC1	-30.9	-2.5	1.9	2.2	-0.8	-0.1	-4.9	17.8	-0.9[fluorescence artefact?]
Cc1cc(CN2CCN(CCC#N)CC2)c(O)c(C2(C)CCCCC2)c1	-10.2	2.0	-0.5	3.2	-0.4	0.0	8.2	-19.6	5.7
COCCN(CCOC)S(=O)(=O)c1ccc(C(=O)Nc2ccc([N+](=O)[O-])cc2OC)cc1	-9.1	2.0	-0.2	3.7	0.6	-0.6	-12.1	-2.2	1.5
CC(=O)/C=C1/SC(CC(=O)O)C(=O)N1c1ccccc1 (centres undefined)	1.6	0.6	-0.6	3.6	-0.2	1.5	-0.6	2.4	1.4
CCOC(=O)C(C)Oc1cccc2c(=O)n(CC(=O)N3CCN(C(=O)OCC)CC3)ccc12 (centres undefined)	-17.3	-1.7	4.3	2.2	-0.2	-0.2	-9.3	16.1	-0.1
COc1ccc2c(c1)CCCC21NC(=O)N(CC(=O)NC(=O)NCc2ccccc2)C1=O (centres undefined)	-4.4	-1.7	1.5	4.9	0.4	-0.2	-5.0	22.1	1.3
O=C(c1ccc(-c2cccc(Cl)c2Cl)o1)N1CCOCC1	-5.7	-0.8	6.1	5.4	1.0	0.0	-25.4	-2.4	2.1
OCCN(Cc1ccccc1)Cc1ccc(Cl)cc1Cl	-6.5	-3.2	8.6	-1.5	0.7	0.2	-1.2	5.5	3.6
Cc1ccc(-c2nc(CCN3C(=O)c4ccccc4C3=O)cs2)cc1	-9.7	-2.9	0.2	2.5	-0.2	2.0	-6.0	-25.0	-9.5
Oc1ccc(Nc2nc(-c3cccs3)cs2)cc1	-4.5	-0.1	6.3	4.5	0.5	0.7	4.4	13.7	1.7[fluorescence artefact?]
NC(=O)c1nn(-c2ccccc2)nc1NC(=O)Cn1nnc(-c2ccccc2)n1	-19.6	-5.1	2.4	5.4	0.1	0.3	·	1.9	0.7
CC(C)CNS(=O)(=O)c1ccc(S(=O)(=O)NC2CCOC(C)(C)C2)cc1 (centres undefined)	-20.5	0.1	6.7	4.8	-0.8	0.8	·	-3.9	·
COC(=O)CCC(=O)NNC(=O)c1cccc(Br)c1	-3.4	0.7	3.6	4.0	0.0	-0.6	-11.0	4.6	-9.3
COc1ccc(C2NCCn3cccc32)cc1 (centres undefined)	12.2	-3.6	-1.9	-0.2	0.8	0.3	2.8	10.4	7.8
CCn1cc(CN2CCN(Cc3ccc(OC)c(C)c3C)C(CCO)C2)c(C)n1 (centres undefined)	-13.0	-4.2	-1.6	0.7	-0.3	0.4	-9.9	-11.3	-4.6
Cc1ccc(-n2[nH]c(C)c(/C=N/N3C(=O)c4cccc5cccc(c45)C3=O)c2=O)cc1	0.6	4.8	-2.2	8.1	0.8	2.9	-2.7	16.7	-10.3
Cc1ccccc1C(=O)Nc1nnc(-c2ccc(F)cc2)o1	-15.1	-6.1	-3.7	4.0	0.6	-1.2	-15.5	-7.0	1.3
CCc1nc2ccccc2n1CCC(C)C	-8.3	-4.5	0.6	-0.6	-0.2	0.9	-8.5	-9.1	2.6
CCCCc1nnc(NC(=O)C2CC(=O)N(c3ccc(C)cc3)C2)s1 (centres undefined)	12.9	2.3	-0.5	13.8	0.7	-0.2	-4.5	-0.9	-0.9
CCCCc1nc(Cl)c(C#N)c2c1CCCC2	-19.3	-1.5	-0.6	7.0	0.0	-0.2	3.5	-3.0	3.4
O=C(NC1CCCC1)C1C2C=CC3(CN(Cc4cccs4)C(=O)C13)O2 (centres undefined)	-8.1	-5.1	2.3	5.7	0.9	0.1	·	10.9	2.4
c1ccc2c(c1)NC1(CCCCCC1)n1c-2nc2ccccc21	-6.0	2.1	6.3	3.5	0.3	1.6	-16.6	-2.8	0.8
Cc1csc(NC(=O)c2ccc(OCC3CCCO3)cc2)n1 (centres undefined)	-0.2	3.1	-2.6	5.5	-0.2	-0.3	-59.7	5.5	-2.3
Cc1cc(C)c2c(n1)sc1c(=O)n(Cc3ccccc3Cl)nnc12	-3.8	-2.0	-3.1	2.5	0.4	0.6	-14.5	5.8	1.3
Cc1ccc2cc(CN(C(=O)c3ccco3)c3ccccc3C)c(=O)[nH]c2c1	4.5	-3.1	-1.3	-1.2	-0.4	1.2	-0.4	12.1	-7.5
Cc1ccc(/C=C/C2=NN(Cc3ccc(Cl)c(Cl)c3)C(=O)CC2)cc1	5.7	-0.1	0.9	5.3	0.2	-4.6	·	-14.3	10.4
O=C(Cc1cccs1)N1CCN(c2nc(-c3ccc(Cl)cc3)cs2)CC1	12.0	1.3	1.7	5.9	-0.6	2.0	-11.8	-15.2	-0.8
Cc1ccc(S(=O)(=O)N2CCCC2C(=O)Nc2ccc(O)cc2)cc1 (centres undefined)	1.5	-1.5	0.7	5.2	1.1	-1.1	-26.2	9.1	3.5
NC(=O)c1c(N)sc2c1CCC2	3.5	5.2	2.6	5.9	0.0	-0.8	-14.2	-24.6	1.4
CC/C(=C\C(=O)c1cccnc1)Nc1ccc(C)c(C)c1	-4.5	1.6	2.5	8.4	0.9	0.7	-22.4	-5.7	-5.0[fluorescence artefact?]
CCCN(Cc1cc2cc(C)ccc2[nH]c1=O)C(=O)c1ccccn1	-0.1	2.5	2.3	7.5	-0.6	1.6	-11.0	-15.5	-3.1
COC(=O)c1ccccc1OS(=O)(=O)N(C)C	-3.4	0.1	1.6	8.9	1.2	3.1	-3.6	-10.7	-2.2
COc1ccc(C(=O)NCCSC2CCCCC2)cc1	-21.6	-0.7	2.1	3.6	0.2	0.3	40.5*	-6.0	-4.7
Cc1ccc(N2C(=O)CSC2c2cccs2)cc1 (centres undefined)	5.3	1.1	-1.6	0.1	1.7	0.4	12.4	6.0	-8.4
OCCC1CN(Cc2ccccc2-c2ccco2)CCN1C1CCCC1 (centres undefined)	-6.9	-2.3	-0.4	5.6	0.2	0.2	-9.7	-31.2	3.0
Cn1c(Cn2cnc([N+](=O)[O-])n2)nnc1SCC(=O)Nc1ccc(Br)cc1	0.3	-4.0	-3.1	2.2	0.8	-0.4	-2.9	4.8	1.2
Cc1ccc(S(=O)(=O)N2CCCC(NC(=O)N3CCN(c4ccccc4)CC3)C2)cc1 (centres undefined)	-2.9	-0.2	-0.5	2.9	0.4	-2.3	-50.7	-0.8	3.4
O=C(O)c1cc(-c2ccco2)nc2cc3ccccc3cc12	-2.1	0.9	2.0	4.1	1.9	1.6	-16.4	-13.6	-0.4
CSc1nc(NC(C)(C)C)nc(Oc2ccc(=O)[nH]n2)n1	-15.2	-7.9	0.2	0.6	1.2	-0.3	-60.4	2.4	1.3
CCOC(=O)CC1=NN(c2ccccc2)C(=O)/C1=C\c1ccc(N(C)C)cc1	-9.7	-5.2	0.2	1.6	-0.1	0.8	6.5	3.9	11.0[fluorescence artefact?]
CCNC(=S)N/N=C/c1ccc(OCC(=O)Nc2ccc(OC)cc2)c(OC)c1	6.3	4.8	0.2	6.5	1.2	1.5	-27.3	-7.1	1.3
CC(C)OP(=O)(CCP(=O)(OC(C)C)OC(C)C)OC(C)C	2.5	-5.3	-0.6	2.0	-0.8	-1.9	-9.5	0.8	1.4

Profiles from above. Values in the order: S1P4 antagonist, Ba/F3 V617F tox, Wee1 degr inh, BaF3 parental, PERK inh, S1P4 agonist, MDM2 E3 inh, NPY2 pot ag, eIF4E-4G inh
`CSc1nc(NC(C)(C)C)nc(Oc2ccc(=O)[nH]n2)n1` reads -15.2, -7.9, 0.2, 0.6, 1.2, -0.3, -60.4, 2.4, 1.3
`Cc1ccc(N2C(=O)CSC2c2cccs2)cc1` (centres undefined) reads 5.3, 1.1, -1.6, 0.1, 1.7, 0.4, 12.4, 6.0, -8.4
`CCOC(=O)CC1=NN(c2ccccc2)C(=O)/C1=C\c1ccc(N(C)C)cc1` reads -9.7, -5.2, 0.2, 1.6, -0.1, 0.8, 6.5, 3.9, 11.0[fluorescence artefact?]
`COC(=O)c1ccccc1OS(=O)(=O)N(C)C` reads -3.4, 0.1, 1.6, 8.9, 1.2, 3.1, -3.6, -10.7, -2.2
`CCNC(=S)N/N=C/c1ccc(OCC(=O)Nc2ccc(OC)cc2)c(OC)c1` reads 6.3, 4.8, 0.2, 6.5, 1.2, 1.5, -27.3, -7.1, 1.3

(list continues)
SMILES	S1P4 antagonist	Ba/F3 V617F tox	Wee1 degr inh	BaF3 parental	PERK inh	S1P4 agonist	MDM2 E3 inh	NPY2 pot ag	eIF4E-4G inh
Cn1c(CN2CCCCC2)nc2cc(NC(=O)c3ccc(Cl)cc3)ccc21	-19.5	-0.6	-0.7	11.7	-0.1	-0.2	-32.6	-7.3	0.0
CCO[C@@H]1OC(C(=O)N2CCOCC2)=C[C@H](C2CCCCC2)[C@H]1CCCO	-2.6	2.5	5.0	-6.5	0.3	-1.0	·	-26.4	3.8
COc1ccc2c(c1)O/C(=C\c1sccc1C)C2=O	-10.9	-3.0	-2.0	5.6	0.1	3.3	-5.5	14.5	2.6
COC(=O)c1ccc2nc(-c3cccc(N)c3)cn2c1	-12.1	-1.5	-0.6	4.9	1.2	1.4	-78.9	-11.2	5.0
COc1ccc(Sc2nc(-c3ccccn3)ncc2OC)cc1	0.5	2.4	-1.8	8.2	-0.1	3.0	0.2	-30.3	-3.4
CCCCCC(=O)NNC(=S)NC(C)=O	-11.8	-3.0	-3.6	3.3	-1.2	2.5	-6.2	-10.4	-4.4
NC(=S)N/N=C/c1ccc(-c2cccc([N+](=O)[O-])c2)o1	2.8	6.5	-1.4	7.8	0.6	1.3	-16.7	7.5	·
CC(=O)OC(C(=O)NC1CCCCC1)c1ccc(C)cc1 (centres undefined)	-6.6	3.3	1.0	6.4	0.5	1.1	-13.1	-2.8	0.6
CCN1CCOC(CC(=O)Nc2ccc([N+](=O)[O-])cc2)C1=O (centres undefined)	-2.7	-2.2	0.2	0.1	0.9	-0.2	-7.9	-1.7	-1.0
